Anthrax LF inh2 = blocks Bacillus anthracis lethal factor protease | multiplex microsphere protease cleavage assay, LF | inhibition, % at 10 µM | 360,000 compounds, 0.12% hits; in the data active = inhibition above about 30%; also: plate controls were buffer without enzyme for full effect and enzyme alone for no effect
PriA SSB inh = inhibitors of Klebsiella pneumoniae PriA binding to SSB C-terminal tail | AID 1272365 | 430,000 compounds, 0.6% hits | AlphaScreen SSBct-PriA binding, biotinylated peptide | inhibition, % at 33 µM; in the data active = inhibition mostly above about 37%, no sharp cut-off; inactive = mostly below about 20%;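 also: plate controls were negative control peptide for no effect and reference peptide for full effect; strong numbers were not always called active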
VHR inh abs = DUSP3 (human) phosphatase inhibition; 290,000 compounds, 0.52% hits; recombinant VHR phosphatase, pNPP absorbance; AID 1654; inhibition, % at 13.3 µM; in the data active = inhibition above about 50%; also: some compounds called inactive have numbers as strong as hits
Target sequence (P51452 whole entry, looked up): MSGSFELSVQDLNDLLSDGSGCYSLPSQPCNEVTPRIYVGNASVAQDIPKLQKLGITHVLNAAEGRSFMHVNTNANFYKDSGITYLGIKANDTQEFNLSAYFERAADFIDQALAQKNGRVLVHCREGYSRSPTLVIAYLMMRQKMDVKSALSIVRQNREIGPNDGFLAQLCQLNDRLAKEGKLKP
Vc quorum ag = quorum light induction in luxS cqsA deficient V. cholerae | 350,000 compounds, 0.16% hits | activation, % at 18.7 µM | AID 588436 | V. cholerae BH1578 lux reporter, luminescence, 6 h; in the data active = activation mostly above about 9.7%, no sharp cut-off; also: not every result past the cut was called active; inactives centre near 0; reference of the scale not given here
PfHsp40 yeast = rescue of PfHsp40-mediated yeast toxicity. S. cerevisiae expressing PfHsp40, growth rescue, ATP luminescence. growth rescue, % at 12.5 µM. 340,000 compounds, 0.68% hits; in the data active = growth rescue above about 28%, passing the limit was not always enough;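 also: yeast W303a lacking pdr1 and pdr3 grown in galactose medium; growth measured after three days at 30 °C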
SARS 3CLpro inh = SARS-CoV 3CLpro protease inhibition; P0C6X7; recombinant SARS-CoV 3CLpro, quenched FRET peptide cleavage; inhibition, % at 6 µM; 290,000 compounds, 0.14% hits; AID 1706; in the data active = inhibition above about 12%
Y pestis TopoI = Y. pestis Topo-I inhibition via cleavage products. Y. pestis Topo-I cleavage product accumulation, plate reader. 360,000 compounds, 0.064% hits. activity, % at 10 µM. AID 504884; in the data active = activity above about 50%, passing the limit was not always enough; also: inactives centre near 2
Rv3671c inh = inhibitors of M. tuberculosis serine protease Rv3671c | P9WHR9 | inhibition, % at 5.96 µM | 320,000 compounds, 0.048% hits; in the data active = inhibition above about 38%;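 also: extracellular domain of Rv3671c used as enzyme; 0% = enzyme with DMSO and 100% = no enzyme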
Target sequence (P9WHR9 whole entry, looked up, the tested form may be a part): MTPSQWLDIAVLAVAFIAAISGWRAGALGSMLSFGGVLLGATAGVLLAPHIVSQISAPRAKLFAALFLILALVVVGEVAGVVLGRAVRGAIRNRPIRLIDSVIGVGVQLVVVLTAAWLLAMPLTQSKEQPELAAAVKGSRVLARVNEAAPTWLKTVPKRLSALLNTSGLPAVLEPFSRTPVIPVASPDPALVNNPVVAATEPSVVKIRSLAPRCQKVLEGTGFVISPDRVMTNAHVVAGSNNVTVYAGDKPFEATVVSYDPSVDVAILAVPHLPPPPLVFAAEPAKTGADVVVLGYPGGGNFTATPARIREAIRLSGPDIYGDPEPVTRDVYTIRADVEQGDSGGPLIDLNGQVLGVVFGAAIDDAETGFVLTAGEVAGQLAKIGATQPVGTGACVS
MazF activator = MazEF (E. coli) toxin RNase activation. P0AE70. FAM/BHQ RNA-DNA oligo cleavage fluorescence, 5 h. activation, % at 20 µM. 350,000 compounds, 0.32% hits. AID 504720; in the data active = activation above about 50%
Target sequence (P0AE70 whole entry, looked up): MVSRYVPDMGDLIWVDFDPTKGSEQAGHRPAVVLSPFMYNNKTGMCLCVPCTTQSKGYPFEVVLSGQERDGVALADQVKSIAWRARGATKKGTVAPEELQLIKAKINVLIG
TcdB GH inh = TcdB glycohydrolase inhibition; P18177; TcdB glycohydrolase enzymatic assay, plate reader; inhibition, % at 9.99 µM; 350,000 compounds, 0.24% hits; in the data active = inhibition above about 10%
Starred values were filed as active, the others as inactive; i = inactive; / = no result given; & = joins results of further samples. These rows are one share of the data; count on the stated rates, not on these rows.

SMILES | Anthrax LF inh2 | PriA SSB inh | VHR inh abs | Vc quorum ag | PfHsp40 yeast | SARS 3CLpro inh | Y pestis TopoI | Rv3671c inh | MazF activator | TcdB GH inh
Cc1ccc(-n2nc3c(c2NC(=O)c2ccccc2Br)CS(=O)C3)cc1 (stereo not given) | 6 | -28 | -14 | -0.3 | -0.8 | -1 | 2 | 0 | -3 | 0.7
Cc1ccc(NC(=O)COC(=O)C2CSC3(C)CCC(=O)N23)c(C)c1 (stereo not given) | / | 5 | / | i | -2.1 | / | 10 | 11 | -11 | 0.8
CC(c1nnc(SCC(=O)N2CCc3ccccc32)n1-c1ccc(Cl)cc1)N(C)C (stereo not given) | -3 | -5 | 1 | 6.2 | 7.1 | 3 | 27 | 5 | -7 | /
O=C(O)C1CC(=O)N(c2ccc3c(c2)OCCO3)C1 (stereo not given) | -6 | -19 | 6 | -1.4 | -0.9 | 0 | -8 | 8 | 0 | /
CCC(c1nnnn1Cc1ccco1)N1CCN(c2cc(Cl)ccc2C)CC1 (stereo not given) | -2 | -14 | 18 | i | -0.3 | -4 | 24 | -2 | -9 | /
Cc1ccc(Cl)cc1NC(=S)N(CCN(C)C)C(C)c1ccccn1 (stereo not given) | -5 | -10 | 45 | -0.4 | -1.1 | 0 | 3 | 10 | 5 | 1.1
C#Cc1ccc([C@H]2C=C(C(=O)N3CCN(Cc4ccc5c(c4)OCO5)CC3)O[C@@H](OCc3ccc(CO)cc3)C2)cc1 | 0 | 4 | 21 | i | 2.0 | 4 | 6 | -12 | -12 | -2.9&2.3
CCCNC(=O)c1nn2c(C(F)(F)F)cc(-c3ccccc3)nc2c1Cl | -1 | 8 | 15 | i | 1.5 | -1 | 4 | -10 | 12 | -6.0
CCOc1ccccc1CNC(=O)CCN1C(=O)COc2ccccc21 | 0 | -4 | -16 | 2.8 | 0.8 | 3 | -2 | 5 | 4 | /
COCCn1c(SCC(=O)Nc2ccc(N3CCOCC3)cc2)nc2ccccc21 | -2 | 3 | 10 | -3.3 | -0.1 | 0 | 10 | 5 | -1 | /
Cn1nc(C(F)(F)F)c2cc(C(=O)Nc3ccc(F)c(Cl)c3)sc21 | -4 | -10 | 16 | -0.6 | 1.2 | -2 | -10 | -84 | 20 | -0.2
COC(=O)c1ccccc1NC(=O)c1ccccc1N(C)S(C)(=O)=O | 1 | -8 | -16 | i | 2.3 | 2 | -7 | 4 | 3 | /
Cc1cccc2sc(NC(=O)C3CCCO3)nc12 (stereo not given) | -2 | -8 | 44 | i | 0.0 | 0 | -3 | -10 | 8 | 0.9
CCOC(=O)C1CCCN(CCC(=O)Nc2ccc(C)cc2)C1 (stereo not given) | -3 | -11 | 0 | i | -0.3 | 6 | -9 | -2 | -1 | /
COc1ccc2[nH]c3c(C)c4cc[n+](C)cc4c(C)c3c2c1 | -18 | 25 | / | i | 122* | / | -44 | / | -11 | 9.9
O=C(OCn1cncn1)c1ccc(Cl)cc1Cl | -3 | -18 | -32 | / | -0.4 | -4 | 8 | 7 | 7 | /
CCC1C(=O)C(CC)C(c2ccccc2)NC1c1ccccc1 (stereo not given) | -1 | -21 | 7 | i | -0.4 | 4 | 1 | -5 | -8 | 1.2
CCOc1ccc(OCC)c(N=c2oc3c(C)ncc(CO)c3cc2C(N)=O)c1 | -2 | -12 | 30 | i | -1.1 | 3 | -6 | -4 | 9 | /
COC(=O)c1cc2nc(-c3ccccc3)cc(C(F)(F)F)n2n1 | 1 | -5 | 27 | i | 1.4 | 0 | 3 | -1 | 1 | /
CCOC(=S)SCC(=O)N1CCc2ccccc2C1C1C(=O)CCCC1=O (stereo not given) | -1 | 0 | 13 | i | 1.2 | 2 | 0 | 3 | -11 | 0.6
C/C(=N/NC(=O)C1CC1(c1ccccc1)c1ccccc1)c1cccs1 (stereo not given) | 0 | / | 17 | 2.7 | 0.1 | 0 | 5 | -6 | 0 | -0.5
CC(C)C[C@H](NC(=O)c1nc[nH]c1C(=O)NC1CCN(C(=O)OC(C)(C)C)CC1)C(=O)OCc1ccccc1 | -7 | 0 | -4 | 2.4 | 11 | 2 | 19 | -12 | -6 | -0.1
O=C(Cc1ccc(Cl)cc1)Nc1ccc(-c2nnc(-c3ccco3)o2)cc1 | -2 | 4 | 15 | i | -1.0 | -3 | 4 | -20 | -5 | /
COc1ccc(CC(=O)NNS(=O)(=O)c2ccc3ccccc3c2)cc1OC | -5 | 1 | -2 | -1.5 | -0.5 | -8 | -3 | -4 | -4 | /
Cc1nn(C(C)C(=O)N2CCN(c3ccccn3)CC2)c(=O)c2cc3occc3n12 (stereo not given) | 0 | -7 | 21 | i | 0.3 | 5 | 3 | 3 | 3 | /
Cc1cc([N+](=O)[O-])cc(C)c1OCC(=O)N/N=C/c1ccc(OC(=O)c2ccccc2)cc1 | -1 | / | 13 | i | 1.2 | 2 | 9 | 4 | -2 | /
Cc1ncsc1C(=O)Nc1nc2c(s1)CCCC2 | -2 | -3 | -12 | -0.3 | -0.3 | -2 | 3 | 11 | 9 | 1.9
COc1ccc(C(=O)NC2CCCc3c2cnn3-c2cc(F)cc(F)c2)c(OC)c1OC (stereo not given) | 0 | 2 | -26 | i | 23 | -1 | 30 | -2 | 0 | -0.6
Cc1nc2ccccc2n1CC(=O)OCC(=O)NC1CC1 | -2 | 2 | 20 | i | 0.7 | -4 | 5 | 6 | 2 | 0.4
CCCN1CCN(C(=O)c2ccc(CS(=O)c3ccc(F)cc3)o2)CC1 (stereo not given) | -2 | -10 | -6 | i | 0.7 | -2 | 4 | -10 | 7 | 0.3
CCOc1ccc(CN2CCN(Cc3cc4ccccc4[nH]3)CC2CCO)cc1 (stereo not given) | 3 | 20 | -6 | -0.2 | -1.0 | 0 | -6 | / | 8 | 0.7
CC(=O)N1c2ccccc2N(Cc2ccc([N+](=O)[O-])cc2)C(=O)C1(C)C | 0 | -10 | 2 | -1.8 | -2.0 | -1 | -1 | -7 | -4 | /
NC(=S)C(c1ccccc1)c1ncc(C(F)(F)F)cc1Cl (stereo not given) | 10 | 6 | 19 | i | 0.2 | -2 | 1 | -7 | 3 | 0.4
CCC(C)NC(=O)c1cn(CC)c2cc(N3CCN(C(=O)c4ccco4)CC3)c(F)cc2c1=O (stereo not given) | -4 | -7 | -4 | i | 1.4 | 6 | 15 | 6 | -1 | 5.6
Cn1cc(CN2CCCC(C(=O)Nc3cccc(-n4cccn4)c3)C2)cn1 (stereo not given) | 2 | 8 | 18 | -0.3 | -0.6 | 0 | 1 | -2 | -1 | 1.1
N#Cc1cc(C(=O)c2cc(Cl)ccc2O)cn(CC2CCCO2)c1=O (stereo not given) | 0 | -19 | 10 | -0.8 | -0.6 | -5 | -11 | 4 | 12 | /
O=C(CN1C(=O)NC(c2ccccc2)(c2ccccc2)C1=O)NC1CCS(=O)(=O)C1 (stereo not given) | -7 | -18 | / | i | -1.4 | / | -2 | 0 | 6 | 0.9
Nc1nccnc1C(=O)OCC(=O)Nc1ccc2[nH]c(=O)[nH]c2c1 | -3 | -11 | / | i | -1.0 | / | -5 | 1 | -14 | 0.6
CC1C(=O)Nc2ccc(S(=O)(=O)NCCc3ccc(Cl)cc3)cc2NC1=O (stereo not given) | 6 | -17 | 21 | 0.2 | 0.4 | 0 | 1 | -3 | 2 | 4.6
CN1CCC(=NNC(=O)c2cn(-c3ccccc3)nc2-c2ccccc2)CC1 | 0 | 6 | -2 | -0.3 | -0.3 | 4 | -1 | -69 | 3 | 0.7
CC(C)C(NC(=O)c1ccc(C(C)(C)C)cc1)C(=O)N1CCC(C(N)=O)CC1 (stereo not given) | -3 | 2 | / | -2.5 | -0.6 | / | 3 | -2 | 3 | 0.2
COC(=O)c1ccc(C(=O)Nc2cc(Cl)ccc2Cl)cc1NC(=O)c1ccccc1C | -2 | -7 | -26 | 0.1 | -0.1 | 1 | -2 | -4 | -8 | /
CCNC(=O)C1(C)CCN(C(=O)c2ccccc2)C1 (stereo not given) | -1 | / | / | -1.6 | / | / | -3 | / | / | 0.0
O=C(N[C@@H](Cc1c[nH]c2ccccc12)C(=O)O)OCC1c2ccccc2-c2ccccc21 | -2 | -7 | / | -1.7 | -1.1 | / | 17 | / | -10 | 1.3
Cc1cc(C)n(/N=C/c2ccccc2)c(=O)c1C#N | 1 | / | 20 | 1.7 | -0.9 | -7 | 7 | -5 | 4 | /
CN1CC(C(=O)c2cccs2)C(c2ccc(Cl)cc2)C1 (stereo not given) | -2 | -3 | -10 | i | -0.5 | 1 | -1 | 2 | 1 | 1.6
CC1(C)CC(=O)C(C2(O)C(=O)N(Cc3ccccc3)c3ccccc32)CO1 (stereo not given) | -1 | 0 | 3 | -5.8 | -0.1 | 8 | -2 | -5 | 3 | /
O=C(/C=C/c1cccc(F)c1)NCc1ccc2c(c1)OCO2 | -3 | 0 | 4 | -0.3 | 0.3 | -5 | 9 | -6 | 5 | 0.5
CCN(CC)C(=O)C(Oc1ccc(S(=O)(=O)N2CCCC2)cc1[N+](=O)[O-])c1ccccc1 (stereo not given) | -4 | 5 | 2 | -0.2 | -1.8 | -4 | 26 | 7 | -32 | 2.0
Cc1ccc2nc(NC(=O)CCNS(=O)(=O)c3ccc(Br)s3)sc2c1 | -6 | 5 | 15 | i | 7.0 | 3 | -9 | -9 | -13 | 2.3
COc1ccc(-c2cn[nH]c2-c2ccc(OCc3ccccc3F)cc2O)cc1OC | -8 | -6 | 36 | -0.5 | 3.0 | 2 | -8 | 6 | 1 | 2.1
COc1ccc(NC(=O)[C@@H]2CCCN2S(=O)(=O)c2ccccc2F)cc1S(=O)(=O)N1CCCCC1 | -1 | -4 | / | -5.9 | 0.2 | / | 12 | 1 | 7 | 1.1
COc1ccc(NC(=O)c2[nH]c(C)c(C(C)=O)c2C)cc1S(=O)(=O)Nc1ccc(Br)cc1 | -8 | -14 | 40 | i | 0.8 | 1 | -23 | 3 | -6 | 1.6
CCc1cc(CC)c(/C=N/NC(N)=O)c(CC)c1 | -8 | / | -5 | 0.2 | 0.2 | -2 | 0 | 7 | -4 | 1.3
O=C(NCCS(=O)(=O)c1ccc(Br)cc1)c1ccccc1Cl | 2 | -11 | 19 | -7.7 | 0.5 | -4 | 2 | -4 | -6 | -0.4
COC(=O)c1scc(S(=O)(=O)C(C)C)c1N/N=C(\C#N)C(=O)c1ccc(Cl)cc1 | -10 | / | -18 | -0.7 | 2.8 | -1 | -5 | -5 | 1 | 0.3

Single records, as listed above. Order of screens: Anthrax LF inh2 | PriA SSB inh | VHR inh abs | Vc quorum ag | PfHsp40 yeast | SARS 3CLpro inh | Y pestis TopoI | Rv3671c inh | MazF activator | TcdB GH inh
`CCN(CC)C(=O)C(Oc1ccc(S(=O)(=O)N2CCCC2)cc1[N+](=O)[O-])c1ccccc1` (stereo not given) across the screens: -4 | 5 | 2 | -0.2 | -1.8 | -4 | 26 | 7 | -32 | 2.0
`O=C(/C=C/c1cccc(F)c1)NCc1ccc2c(c1)OCO2` across the screens: -3 | 0 | 4 | -0.3 | 0.3 | -5 | 9 | -6 | 5 | 0.5
`Cc1ccc2nc(NC(=O)CCNS(=O)(=O)c3ccc(Br)s3)sc2c1` across the screens: -6 | 5 | 15 | i | 7.0 | 3 | -9 | -9 | -13 | 2.3
`CN1CC(C(=O)c2cccs2)C(c2ccc(Cl)cc2)C1` (stereo not given) across the screens: -2 | -3 | -10 | i | -0.5 | 1 | -1 | 2 | 1 | 1.6
`CCc1cc(CC)c(/C=N/NC(N)=O)c(CC)c1` across the screens: -8 | / | -5 | 0.2 | 0.2 | -2 | 0 | 7 | -4 | 1.3

Quoted from the listing for reference:
SMILES | Anthrax LF inh2 | PriA SSB inh | VHR inh abs | Vc quorum ag | PfHsp40 yeast | SARS 3CLpro inh | Y pestis TopoI | Rv3671c inh | MazF activator | TcdB GH inh
O=C(NCCS(=O)(=O)c1ccc(Br)cc1)c1ccccc1Cl | 2 | -11 | 19 | -7.7 | 0.5 | -4 | 2 | -4 | -6 | -0.4
COC(=O)c1scc(S(=O)(=O)C(C)C)c1N/N=C(\C#N)C(=O)c1ccc(Cl)cc1 | -10 | / | -18 | -0.7 | 2.8 | -1 | -5 | -5 | 1 | 0.3

Screening results (PubChem)
